Screens as filed in PubChem BioAssay.
MEKK2mut PB1 HTS: signal of MEK5 binding to mutant human MEKK2 PB1 domain | 0.35% of 290,000 active | percent response, % at 10 µM | bead flow cytometry, Alexa488-MEK5 binding to MEKK2 mutant; in the data active = percent response above about 24%, passing the limit was not always enough; also: inactives centre near 1; some results filed as inactive read as strong as hits
MEKK3 PB1 HTS: modulators (inhibitors or enhancers) of MEK5 binding to human MEKK3 PB1 domain; 1.4% of 290,000 active; bead-based flow cytometry, Alexa488-MEK5 binding to MEKK3; actives lie on both sides; 0 = blocked by unlabeled MEK5, 100 = vehicle; Q99759; binding response (% of control), % at 10 µM;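 active = binding response more than 3 SD above or below the average of its plate-row segment, actives on both sides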;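 also: Alexa488 bead fluorescence after subtracting the streptavidin-only scavenger bead signal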
Target sequence (Q99759 whole entry, looked up, the tested form may be a part): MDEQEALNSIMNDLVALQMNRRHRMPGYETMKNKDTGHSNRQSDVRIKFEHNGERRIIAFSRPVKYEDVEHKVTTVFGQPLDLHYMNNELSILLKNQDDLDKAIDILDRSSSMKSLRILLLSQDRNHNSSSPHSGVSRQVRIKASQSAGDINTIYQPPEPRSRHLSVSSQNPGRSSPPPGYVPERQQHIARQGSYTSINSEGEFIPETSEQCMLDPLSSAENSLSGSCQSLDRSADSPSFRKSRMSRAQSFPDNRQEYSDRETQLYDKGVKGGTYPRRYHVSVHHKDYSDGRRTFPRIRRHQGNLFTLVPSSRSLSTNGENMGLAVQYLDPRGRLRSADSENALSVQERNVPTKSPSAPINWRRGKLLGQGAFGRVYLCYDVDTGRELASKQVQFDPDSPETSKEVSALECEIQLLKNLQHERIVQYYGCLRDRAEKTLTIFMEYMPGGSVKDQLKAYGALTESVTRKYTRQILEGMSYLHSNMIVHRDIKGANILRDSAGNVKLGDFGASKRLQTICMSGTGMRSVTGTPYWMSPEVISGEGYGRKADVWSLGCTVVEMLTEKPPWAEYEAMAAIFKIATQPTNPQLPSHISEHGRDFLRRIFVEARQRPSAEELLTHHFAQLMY
GalR3 antag: human GalR3 antagonism; O60755; HEK293 GalR3-CNG cAMP membrane potential fluorescence; galR3 body fused to GalR1 C-terminus; inhibition, % at 3 µM; 0.44% of 360,000 active;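 active = inhibition above the screen-wide average plus 3 SD, cut at about 13% in these data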;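 also: forskolin and galanin both at EC90 stimulate the cells; cAMP rise reported by CNG channel membrane potential dye signal; 0% = forskolin plus galanin with DMSO and 100% = forskolin alone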
Target sequence (O60755 1-299 limits assumed): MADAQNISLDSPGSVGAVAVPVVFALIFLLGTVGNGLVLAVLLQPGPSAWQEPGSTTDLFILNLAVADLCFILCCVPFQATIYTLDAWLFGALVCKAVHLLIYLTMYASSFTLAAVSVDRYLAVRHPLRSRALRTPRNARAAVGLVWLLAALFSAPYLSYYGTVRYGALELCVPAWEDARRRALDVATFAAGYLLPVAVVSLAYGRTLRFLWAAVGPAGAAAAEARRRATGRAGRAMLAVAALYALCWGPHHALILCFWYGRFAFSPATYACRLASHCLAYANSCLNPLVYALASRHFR
NS3 helicase inh: inhibitors of Hepatitis C virus NS3 helicase. NS3 helicase DNA unwinding, Cy5 molecular beacon fluorescence. inhibition, % at 10.9 µM. 0.56% of 290,000 active;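 active = inhibition above the mean of all tested compounds plus 3 SD, set per campaign, cut at about 35% in these data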;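 also: 0% = DMSO wells and 100% = thioflavine S control wells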
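assay system = NS3 helicase fragment of HCV | buffer or medium = MOPS pH 6.5, MgCl2, DTT, Tween20, BSA | timing = 60 min unwinding reaction at 25 °C after ATP addition | signal = Cy5 beacon fluorescence read at start and 1 h | read-out basis = % inhibition of unwinding | control set = low DMSO, high thioflavine S at 110 µM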
FID counter: counter-screen for HCV NS3 helicase inhibitors: DNA intercalator displacement; DNA fluorescent intercalator displacement, fluorescence; inhibition, % at 7.9 µM; 0.17% of 290,000 active; AID 1845; in the data active = inhibition above about 37%;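 also: 0% = vehicle and 100% = reference compound; higher means more ethidium bromide displaced from hairpin DNA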
MEKK2 WT-MEK5: raises or lowers MEK5 binding to wildtype human MEKK2 PB1 domain; binding response (% of control), % at 10 µM; 1.1% of 290,000 active; bead flow cytometry, Alexa488-MEK5 binding to MEKK2 WT; actives lie on both sides; Q9Y2U5; in the data active = binding response below about 67% or above about 130%
CRFBP-R2 block: blocks CRF-induced signaling of the CRF-BP/CRF-R2 complex. HEK293 CRF-R2/CRF-BP, CRF-induced calcium fluorescence. inhibition, % at 11.8 µM. 0.59% of 350,000 active;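 active = inhibition of the ligand-induced calcium signal above about 50% at the single tested concentration, limit read from the data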
SUMO HTRF inh: inhibitors of human SUMOylation (UBC9); P63279; inhibition, % at 35 µM; AID 2006; HTRF SUMOylation assay, SAE1/SAE2 + UBC9, in vitro; 0.36% of 290,000 active; in the data active = inhibition above about 50%, passing the limit was not always enough; also: strong numbers were not always called active
Target sequence (P63279 whole entry, looked up): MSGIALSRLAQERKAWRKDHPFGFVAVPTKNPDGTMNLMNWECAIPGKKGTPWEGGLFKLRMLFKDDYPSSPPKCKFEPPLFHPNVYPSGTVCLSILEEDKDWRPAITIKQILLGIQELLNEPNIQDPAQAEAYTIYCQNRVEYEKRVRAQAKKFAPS
CRFBP-R2 agonist: agonists of human CRF-binding protein/CRF-R2 receptor complex; activation, % at 13.2 µM; HEK293 CRF-R2/CRF-BP, calcium dye fluorescence (FLIPR); percent of saturating CRF peptide response; 0.46% of 350,000 active;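 active = activation of at least 50%, plus an integration ratio under a set limit after plate pattern correction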;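 also: plate controls were neutral control wells without compound for no effect and CRF at EC100 for full effect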
The depositor's hits bear a star; nt = not tested or not shown; [ ] = dose if it differs, or a comment. A portion of the library, so the mix of outcomes need not match the whole.

SMILES	MEKK2mut PB1 HTS	MEKK3 PB1 HTS	GalR3 antag	NS3 helicase inh	FID counter	MEKK2 WT-MEK5	CRFBP-R2 block	SUMO HTRF inh	CRFBP-R2 agonist
Oc1ccc(/C=N/Nc2ccc(C(F)(F)F)cn2)c(O)c1	0	100	-3	-22	1	101	nt	-41	nt
O=C(O)C1CSC(c2ccc3c(c2)OCO3)N1 (centres undefined)	2	89	-6	-3	1	89	0	-11	-1.0
COc1ccc(S(=O)(=O)NCC(=O)Nc2ccc3c(c2)OCCO3)cc1OC	3	98	-7	-3	-8	97	-10	9	-0.5
Cc1cc(C)cc(NC(=O)CSCc2cnn(-c3ccccc3)c2-n2cccc2)c1	-3	99	-3	-8	-24	95	-3	-14	-0.8
COC(=O)Cn1cnc2sc3c(c2c1=O)CCCC3	-4	93	-4	5	-5	96	-3	7	-1.0
CC(C)Cc1cc(C(=O)N2CCCC(CO)(Cc3ccc(F)cc3F)C2)n[nH]1 (centres undefined)	1	102	1	-5	-52	96	-30	-8	0.6
O=[N+]([O-])c1c(C(Cl)Cl)nn(-c2ccc(Cl)cc2)c1N1CCCCC1	0	101	1	5	-5	99	-6	0	0.4
Cc1ccc(C)c(NC(=O)CN(C)C(=O)c2cc3ccccc3o2)c1	-1	102	2	-6	-5	108	7	11	-5.1
O=C(Nc1cccc(CCc2ccccn2)c1)c1cc(F)c(F)cc1Cl	2	105	3	-7	-16	105	15	3	-0.6
c1ccc2c(c1)CCCN2Cc1nnc2n1CCCCC2	-1	98	-4	-4	-8	96	7	5	15
COc1ccc2c(CCNC(=O)Nc3ccccc3)c[nH]c2c1	-5	99	-5	-5	4	100	-1	-12	-3.2
CC(C)(C)C1CCc2[nH]c3ccccc3c(=O)c2C1 (centres undefined)	6	103	-1	9	-4	101	10	14	-0.2
Cc1c(N=Cc2cccnc2)c(=O)n(-c2ccccc2)n1C	-1	100	4	3	0	103	6	18	0.6
Cn1cc(-c2nc3ccccc3[nH]2)c2ccccc21	8	108	-5	4	33	113	1	10	0.1
O=C(CSc1nnc(C2CC2)n1CC1CCCO1)Nc1ccccc1Cl (centres undefined)	0	100	-7	28	-11	103	-4	0	1.2
O=C1C(=O)N(CCN2CCOCC2)C(c2ccc(F)cc2)/C1=C(/O)c1ccc(S(=O)(=O)N2CCOCC2)cc1 (centres undefined)	-1	96	3	3	-38	93	0	-5	5.1
COc1cccc(CN2CCN(Cc3ccon3)CC2CCO)c1 (centres undefined)	-1	98	-6	4	-1	97	12	2	2.7
Cc1ccc(Nc2nc(N)nc(CSc3ncccn3)n2)cc1	1	108	-3	3	-10	101	-44	9	-0.8
CC1CN=C(N(C(=O)Nc2ccccc2)c2ccc(S(=O)(=O)N3CCOCC3)cc2)S1 (centres undefined)	3	106	-3	-10	2	105	4	-10	-0.9
COCCNC(=O)CCc1nnc2ccc(N3CCC(C)CC3)nn12	3	104	-8	10	-18	101	5	0	-0.6
COCc1cc(C)nc2sc(C(=O)NCCO)c(-n3cccc3)c12	5	106	-2	-1	-15	107	0	7	-0.7
COC(=O)Cc1cc(=O)[nH]c(/N=C(\N)Nc2cccc(C)c2)n1	-2	100	-8	0	-16	95	1	7	1.4
O=C(NC1CCCC1)C(c1ccccc1)N(C(=O)c1csnn1)C1CCCC1 (centres undefined)	-6	101	-9	17	-30	95	-3	-6	-0.9
CCOC(=O)N1CCN(C(=O)CSCc2ccccc2C)CC1	3	103	-5	-2	-25	104	-27	20	1.5
COc1cc(NC(=O)c2ccc3c(c2)OCO3)ccc1NC(=O)C(C)C	7	115	4	2	-1	115	5	12	-1.4

Additional structures follow.
SMILES	MEKK2mut PB1 HTS	MEKK3 PB1 HTS	GalR3 antag	NS3 helicase inh	FID counter	MEKK2 WT-MEK5	CRFBP-R2 block	SUMO HTRF inh	CRFBP-R2 agonist
COCCCNC(=O)CN(c1cccc(Cl)c1C)S(C)(=O)=O	0	92	-10	5	0	94	-4	9	3.2
c1ccc(-c2ccc3c(c2)NCCN3)cc1	5	105	-8	-8	-1	101	0	27	-0.1
CN(C)S(=O)(=O)c1ccc(Oc2ccccc2)cc1	-1	93	-3	-2	-7	97	-18	-14	-0.2
Cc1ccc(-n2c(Cc3cccn3C)nnc2SCC(=O)Nc2ccc3c(c2)OCO3)cc1	1	98	-6	16	-39	97	-8	5	-0.5
COC(=O)C(Nc1nccs1)(OC)C(F)(F)F (centres undefined)	nt	nt	-4	0	2	nt	7	7	0.4
C=CCNC(=O)NC(=O)COC(=O)/C(C#N)=C/c1ccc(OC)cc1	-9	87	-4	8	1	88	5	11	-0.7
C=CCN(C(=O)Cn1nc(C)n2c(cc3cc(C)ccc32)c1=O)c1ccccc1	-1	101	-8	-1	-50	101	6	8	-2.5
C=CCNC(=O)CN(c1ccc(F)c(Cl)c1)S(C)(=O)=O	0	104	nt	2	2	101	-21	14	-0.8
CCOC(=O)c1c(C)n(C)c2ccc(OC)c(NC(=O)c3cccs3)c12	-5	95	-4	15	-12	94	-1	-18	-2.7
COc1ccc(N2CCN(c3oc(COc4ccc(Cl)cc4)nc3C#N)CC2)cc1	1	105	-5	-7	-3	96	7	-27	0.5
Cc1ccc([C@@H]2[C@@H]3C(=O)N(C)C(=O)[C@@H]3[C@]3(C)C(=O)N(CC4CC4)CC(=O)N23)o1	-3	105	-3	6	-16	99	7	2	4.3
CCCCc1nnc(NC(=O)COc2ccc3c(C)cc(=O)oc3c2)s1	11	99	2	8	-7	100	nt	11	nt
Cc1ccc(-c2ccc(/C=N/NC(N)=S)o2)cc1	13	105	1	-3	-5	104	-15	-3	0.1
CCN(CC)C(=O)CSc1nnc(-c2ccccc2)n1N	0	100	-4	3	-2	100	-15	16	-0.3
Cc1cc2cc3c(N)[nH]nc3nc2cc1C	6	103	-3	-4	2	107	-9	10	-0.5
CCN(CC)CCCNC(=S)N(CCO)Cc1cc2cc3c(cc2[nH]c1=O)OCCO3	-6	98	-5	-13	-10	101	-2	1	0.3
Cc1c(C)n(CCC(=O)O)c2ccccc12	-2	104	-6	17	-7	101	-14	11	-2.1
O=C(c1ccco1)N1CCN(C(=O)c2ccc(COc3ccc4c(c3)CCC4)o2)CC1	-9	0.0*[inhibitor]	-2	-8	-39	-4.0*[inhibitor]	6	-1	-4.2
COC(=O)NCC(c1cccnc1)N1CCN(c2ccccc2)CC1 (centres undefined)	11	106	nt	-3	-2	112	5	0	-5.1
Cc1ccc(NC(=S)Nc2cccc3cnccc23)cc1	-10	78	5	14	4	74	-2	100*	0.9
Cn1c(SCC(=O)Nc2ccc3cn[nH]c3c2)nnc1-c1cnccn1	3	99	-4	-4	-2	100	13	16	-2.7
COCC1CCCN(Cc2cn(Cc3ccccc3)nc2-c2cc3ccccc3o2)C1 (centres undefined)	23	101	5	-40	19	125	-39	2	3.0
COc1ccc(CCNC(=O)c2cccn2C)cc1	-7	90	-4	3	-6	93	55*	5	-0.8
CCc1nc(Cl)c(C#N)c2c1CSC(C)(C)C2	-1	95	7	12	-4	96	-3	-2	0.4
COc1ccc(CC(=O)Nc2ccc(-c3noc(-c4ccccc4OC)n3)cc2)cc1	-2	98	-5	4	-6	97	-11	14	3.2

(listing goes on)
SMILES	MEKK2mut PB1 HTS	MEKK3 PB1 HTS	GalR3 antag	NS3 helicase inh	FID counter	MEKK2 WT-MEK5	CRFBP-R2 block	SUMO HTRF inh	CRFBP-R2 agonist
Cc1cccc(NC(=O)Cn2cnc3ccc(S(=O)(=O)N4CCC(C)CC4)cc3c2=O)n1	6	110	4	7	-17	111	0	-4	2.7
O=C(NCCNC(=O)c1ccc(Br)o1)c1cccnc1	1	103	-5	-1	-4	101	8	7	-0.9
O=C(NCC1COc2ccccc2O1)c1ccc(Cl)cc1 (centres undefined)	-3	97	-3	-9	-4	96	23	-24	-2.1
Cc1c(CC(=O)NCC(=O)O)c(=O)oc2cc3occ(-c4ccccc4)c3cc12	-1	103	-10	38*	-13	101	16	10	-3.2
CCCC(=O)Nc1nnc(SCC(=O)NCc2ccc3c(c2)OCO3)s1	-1	102	-8	15	0	96	11	12	-0.2
Cc1ccc(C(=O)NCC(=O)N2CCC(Cc3ccccc3)CC2)cc1	-1	96	-2	8	-36	99	17	9	-10
C=CCOC(=O)Nc1snnc1C	-1	106	-6	10	0	104	44	31	-1.3
Cc1occc1C(=O)Nc1cccc(C(F)(F)F)c1	5	110	-2	3	-5	107	-16	-15	-0.1
Cc1ccc(N2C(=O)CSC2c2cccnc2)cc1F (centres undefined)	-2	91	3	-2	-3	97	-3	-5	-1.3
COc1ccc(NC(=O)CN2CCC(NC(=O)C3CCCCC3)CC2)c([N+](=O)[O-])c1	-6	102	-5	-3	-4	93	6	11	-1.4
C/C(=N\NC(=O)c1nn(C)cc1Br)c1ccncc1	-2	107	-2	-7	-1	93	-17	-3	9.0
C/C=C/c1ccc(OCC(=O)N2CCc3cc(OC)c(OC)cc3C2)c(OC)c1	9	108	-9	-3	-39	106	0	3	-2.6
Cc1cc(C)n(-c2cccc3cccnc23)n1	-4	100	-1	0	2	91	6	9	-0.3
Cc1cccc(-n2c(C)cc(/C=C3\C(=N)N4N=C(CC(C)C)SC4=NC3=O)c2C)c1	-1	101	-3	5	-5	101	-59	5	71*
O=C(O)c1sccc1Oc1ccc(NS(=O)(=O)c2ccc(Cl)cc2)cc1	6	103	-8	19	-24	112	-4	11	0.9
O=C(C1CCC1)N1CCc2cc(S(=O)(=O)Nc3ccc4c(c3)OCCO4)ccc21	9	109	-4	-6	3	103	-9	-25	1.6
CCOP(=O)(c1ccccc1)c1nc(-c2ccc(F)cc2)oc1N1CCCCC1 (centres undefined)	-9	90	-9	-10	-19	96	-14	-25	3.9
O=c1[nH]c(SCc2nc3ccccc3c(=O)n2-c2ccccc2)nc2ccccc12	1	94	-4	2	-6	101	14	-4	-0.7
O=C(COC(=O)c1c2ccccc2cc2ccccc12)NCC(F)(F)F	-1	101	-2	-16	-6	100	-33	1	-0.5
O=C(NCc1ccco1)C1CCCN(S(=O)(=O)Cc2ccccc2)C1 (centres undefined)	0	95	-1	-1	-1	95	0	-1	0.0
COc1ccc(/C=N/Nc2nonc2N)cc1	5	104	3	-1	2	101	6	-6	-0.8
CCOc1cc(Br)c(CC(=O)NC2CCCCCC2)cc1OCC	-6	101	-7	-9	-35	95	-2	-15	0.4
CC(=O)Nc1ccc(C(=O)Nc2ccc(S(=O)(=O)N3CCOCC3)cc2)cc1	2	108	-2	-7	0	107	6	-4	1.3
Nc1n[nH]c(-c2ccc(F)cc2)n1	-1	97	-6	-2	3	98	12	21	0.2
CC(C)Cc1cc(C(=O)Nc2cc(Br)ccc2O)no1	13	113	nt	-8	9	112	0	-29	6.1
COc1ccc(-c2noc(N3CCC(C(=O)NCc4ccccc4Cl)CC3)n2)cc1	-3	100	nt	5	-36	102	17	22	8.6

Single records, as listed above:
O=C(NCCNC(=O)c1ccc(Br)o1)c1cccnc1 in the list: MEKK2mut PB1 HTS: 1; MEKK3 PB1 HTS: 103; GalR3 antag: -5; NS3 helicase inh: -1; FID counter: -4; MEKK2 WT-MEK5: 101; CRFBP-R2 block: 8; SUMO HTRF inh: 7; CRFBP-R2 agonist: -0.9
COc1ccc(-c2noc(N3CCC(C(=O)NCc4ccccc4Cl)CC3)n2)cc1 in the list: MEKK2mut PB1 HTS: -3; MEKK3 PB1 HTS: 100; GalR3 antag: nt; NS3 helicase inh: 5; FID counter: -36; MEKK2 WT-MEK5: 102; CRFBP-R2 block: 17; SUMO HTRF inh: 22; CRFBP-R2 agonist: 8.6
